# Compound activity from PubChem BioAssay.
# dFosB activator: activators of mouse delta FosB homodimer; P13346; purified delta FosB, TAMRA-CDK5 oligo fluorescence polarization; percent of positive-control signal above neutral wells; activation, % at 25 µM; 340,000 compounds, 0.99% hits; AID 493131;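 active = mean activation above about 17%, with every replicate also reaching it, limit read from the data, passing the limit was not always enough; inconclusive = only one of the two conditions met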;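 also: fluorescence polarization rise as delta FosB binds a TAMRA Cdk5 AP-1 oligo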
# Wnt act: activates Wnt/beta-catenin signaling in a reporter cell assay | activator, plate reader | activation, % at 9.35 µM | 300,000 compounds, 1.2% hits | AID 743398; in the data active = activation above about 30%, passing the limit was not always enough; inconclusive = no clear call, values can overlap the other calls;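 also: 0% = neutral control wells and 100% = positive control wells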
# HTR5A ag ctr: counter-screen for OPRM1-OPRD1 agonists: human HTR5A agonism; AID 504692; activation, % at 9.3 µM; HTR5A agonist assay, luminescence, cell-based; 340,000 compounds, 0.61% hits; P47898; in the data active = activation mostly above about 9.5%, no sharp cut-off; inactive = mostly below about 7.6%;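 also: 0% = cells with vehicle only and 100% = reference agonist; strong numbers were not always called active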
# Target sequence (P47898 whole entry, looked up): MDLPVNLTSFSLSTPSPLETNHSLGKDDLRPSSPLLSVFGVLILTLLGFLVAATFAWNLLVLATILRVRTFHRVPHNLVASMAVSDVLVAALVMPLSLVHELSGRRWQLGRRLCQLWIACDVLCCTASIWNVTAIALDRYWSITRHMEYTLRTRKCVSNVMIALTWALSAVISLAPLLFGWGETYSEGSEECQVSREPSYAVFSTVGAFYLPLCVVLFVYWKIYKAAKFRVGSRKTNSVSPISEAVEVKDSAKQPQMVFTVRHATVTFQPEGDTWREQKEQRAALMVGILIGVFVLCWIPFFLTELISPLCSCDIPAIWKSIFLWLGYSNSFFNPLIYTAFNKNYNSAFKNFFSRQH
# HTR5A inv ag: HTR5A inverse agonism, opioid heterodimer counter-screen; inhibition, % at 9.3 µM; HTR5A cell line, luminescence; P47898; 340,000 compounds, 0.083% hits; in the data active = inhibition mostly above about 23%, no sharp cut-off; inactive = mostly below about 18%;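 also: 0% = cells with DMSO and 100% = no-cell wells with DMSO; some compounds called inactive have numbers as strong as hits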
# NSD2 inh: NSD2 (human) methyltransferase inhibition | NSD2 peptide methylation, AlphaScreen, 120 min | O96028 | 310,000 compounds, 0.54% hits | inhibition, % at 12.5 µM | AID 743445; in the data active = inhibition above about 50%
# V-ATPase pHluor: yeast V-ATPase proton transport regulation by pHLuorin; S. cerevisiae, pHLuorin cytosolic pH fluorescence; response, % at 10 µM; 350,000 compounds, 0.37% hits; AID 504577; in the data active = response mostly above about 7.3%, no sharp cut-off; inactive = mostly below about 5.4%; also: actives read high; inactives centre near 0; some compounds called inactive have numbers as strong as hits; reference of the scale not given here
# CDK5 inh: CDK5/p35 (human) kinase inhibition; Recombinant CDK5/p35, ADP-Glo luminescence, 60 min; inhibition, % at 10 µM; 330,000 compounds, 0.01% hits; AID 488839;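 active = highest replicate inhibition of at least 50% and at least 75% of replicates reaching 50%; inconclusive = only one of the two criteria met; inactive = both criteria failed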;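 also: plate controls were DMSO neutral control for no effect and GW8510 at 10 µM for full effect; many of its hits are not listed in these tables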
# Target sequence (Q00535 whole entry, looked up): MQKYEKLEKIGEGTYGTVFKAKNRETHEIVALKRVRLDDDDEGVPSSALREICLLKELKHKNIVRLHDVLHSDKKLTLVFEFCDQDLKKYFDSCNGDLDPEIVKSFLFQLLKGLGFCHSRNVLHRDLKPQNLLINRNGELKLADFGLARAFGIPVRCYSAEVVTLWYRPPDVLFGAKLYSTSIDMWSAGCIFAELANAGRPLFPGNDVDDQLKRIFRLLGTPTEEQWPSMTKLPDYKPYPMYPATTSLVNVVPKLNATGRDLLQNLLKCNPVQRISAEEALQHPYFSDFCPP
# Target sequence (Q15078 whole entry, looked up): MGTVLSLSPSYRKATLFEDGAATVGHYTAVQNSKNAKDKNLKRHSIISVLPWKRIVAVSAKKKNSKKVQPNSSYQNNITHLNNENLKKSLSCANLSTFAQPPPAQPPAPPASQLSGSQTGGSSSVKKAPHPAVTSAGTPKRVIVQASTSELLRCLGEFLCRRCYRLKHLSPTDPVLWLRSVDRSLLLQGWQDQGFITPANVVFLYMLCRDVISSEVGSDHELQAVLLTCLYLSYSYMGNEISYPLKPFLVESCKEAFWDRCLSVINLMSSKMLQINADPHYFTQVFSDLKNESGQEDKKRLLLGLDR
# SR-BI HDL uptake: inhibitors of mouse SR-BI mediated HDL lipid uptake. ldlA[mSR-BI] CHO cells, DiI-HDL uptake fluorescence, 3 h. inhibition, % at 12.5 µM. 320,000 compounds, 0.96% hits;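 active = mean replicate inhibition of at least 70% and a set share of replicates each scoring 70 or more; inconclusive = meets just one of the two criteria; inactive = fails both criteria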;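 also: 0% = median of neutral control wells and 100% = median of positive control wells; values of inactives mirror those of a sister screen read the other way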
# MITF act: activators of MITF-driven TRPM1 promoter activity in SK-MEL-5 cells; SK-MEL-5 TRPM1-promoter luciferase, 24 h; % of positive control, neutral wells = 0; activation, % at 12.5 µM; 300,000 compounds, 0.75% hits;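 active = mean activation of at least 80% with every replicate also reaching 80%; inconclusive = mean reaches 80% but some replicate falls short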;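 also: 0% = neutral control wells and 100% = parthenolide positive control wells; values of inactives mirror those of a sister screen read the other way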
# PvdQ acylase: blocks Pseudomonas aeruginosa PvdQ acylase activity. inhibition, % at 10 µM. purified PvdQ acylase, fluorescence plate reader. 340,000 compounds, 0.063% hits; in the data active = inhibition above about 30%, passing the limit was not always enough; inconclusive = no clear call, values can overlap the other calls;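 also: 0% = vehicle neutral wells and 100% = reference inhibitor wells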
# Starred values were filed as active, the others as inactive; ? = inconclusive; nt = no result given; & = joins results of further samples. Random draw from the library. Share with any hit: about 5%.
Molecule | dFosB activator | Wnt act | HTR5A ag ctr | HTR5A inv ag | NSD2 inh | V-ATPase pHluor | CDK5 inh | SR-BI HDL uptake | MITF act | PvdQ acylase
O=C(COc1ccccc1Cl)N1N=C(c2cccs2)CC1c1ccco1 (stereo not drawn) | -14 | 5 | 2 | -9 | 1 | -2 | -3.8 | -17 | 14 | -11
COC(=O)c1ccc2ccccc2c1OC1OC(CO)C(O)C(O)C1NC(C)=O (stereo not drawn) | 0 | 1 | 0 | 0 | 0 | 1 | -1.2 | 7 | 5 | -14
O=C(COC(=O)CCCN1C(=O)c2ccccc2C1=O)Nc1cc(Cl)cc(Cl)c1 | 1 | nt | 2 | 16 | 0 | 5 | 0.9 | -9 | -4 | -13
COc1cccc2sc3cc(C#CC4(O)CCCCC4)ccc3c(=O)c12 | -9 | 28 | 5 | -25 | nt | -2 | -5.3 | -15 | 73 | -17
CC1CCC(C(C)C)C(OC(=O)Cn2c(-c3ccc(Br)cc3)[n+](C)c3ccccc32)C1 (stereo not drawn) | -7&3 | -32&-4 | 17* | -43&-6 | 10&13 | 1&-2 | 0.0&-0.9 | 4&20 | -91&-95 | -18&1
N#CCC(=O)Nc1ccc(C(=O)OCC(=O)NCc2ccc3c(c2)OCO3)cc1 | -1 | -1 | 5 | -11 | 24 | 2 | -0.3 | -3 | 2 | -19
CC1(C)COC(c2cc([N+](=O)[O-])ccc2Cl)=N1 | -2 | -1 | 8 | -23 | 0 | 1 | -0.3 | -9 | nt | -5
Cc1cc2c(cc1S(=O)(=O)N1CCCC1)n(C)c(=O)c(=O)n2C | 2 | -2 | 0 | 1 | nt | -1 | -0.2 | -23 | 5 | -4
CCC(C)N1CCN(S(=O)(=O)c2ccc(NC(C)=O)cc2)CC1 (stereo not drawn) | -1 | -1 | 0 | 30 | -3 | 1 | 0.3 | 1 | 18 | -24
COc1cccc(C(=O)Nc2cc(C(=O)NCc3ccc(C)cc3)ccc2N2CCC3(CC2)CC(c2ccccc2)=NO3)c1 | 9 | -4 | 10 | -28 | nt | 2 | 1.6 | 26 | -3 | -7
O=C(COC(=O)C12CC3CC(CC(C3)C1)C2)Nc1ncc(Cl)cc1Cl | -5 | 0 | -2 | -6 | -1 | -5 | 0.1 | 0 | 5 | 2
O=C(COC(=O)c1cncc(Br)c1)Nc1nnc(-c2ccccc2)o1 | -8 | -1 | 4 | 6 | -2 | 4 | -1.0 | -22 | 3 | -13
O=C(OCC(=O)N1CCN(C(=O)c2ccco2)CC1)c1cccc(F)c1 | -4 | 8 | 3 | 11 | 1 | 1 | -0.8 | -4 | 17 | 7
COc1cc(C)ccc1OCc1cc(C(=O)N2C[C@H]3CC[C@H]2C3)no1 | 1 | 10 | 1 | 8 | 2 | 1 | 0.8 | 3 | 25 | -11
CC(=O)Oc1ccc(C)cc1N1C(=O)c2ccc(C(=O)O)cc2C1=O | 2 | nt | -2 | 6 | nt | 0 | 0.0 | 7 | 3 | -13
C#CCN1C(=O)C(O)(CC(=O)c2ccc3c(c2)OCCO3)c2ccccc21 (stereo not drawn) | -6 | -2 | 3 | -10 | nt | -1 | -3.1 | -5 | -12 | -14
COc1ccc2c(C)cc(SCc3c(C)noc3C)nc2c1 | -25 | 0 | -2 | 8 | 0 | 1 | -1.8 | 28 | 1 | -3
CCOC(=O)N1CCN(Cc2nc3ccc([N+](=O)[O-])cc3c(=O)n2-c2ccc(OC)cc2OC)CC1 | -9 | 15 | 3 | -12 | 7 | 4 | 1.1 | -24 | -9 | -6
CC1(CCc2ccccc2)NC(=S)N(c2ccccc2)N1 (stereo not drawn) | 1 | 4 | 3 | 2 | 0 | -4 | -1.7 | 7 | 9 | 1
COc1ccc(NC(=O)CCC(=O)OCC(=O)c2ccc(Oc3ccc([N+](=O)[O-])cc3)cc2)cc1 | 2 | 0 | 4 | -12 | 0 | 2 | -0.4 | 3 | 7 | -8
O=C(Nc1ccc(Cl)cc1)c1csc(Cc2ccccc2)n1 | 2 | 1 | -5 | 6 | -1 | 2 | -1.9 | -20 | 3 | -8
O=C(c1ccccc1)c1ccccc1C(=O)N1CCN(C(=O)c2ccccc2)CC1 | -7 | 0 | -3 | 1 | 1 | 2 | -2.0 | 1 | 1 | -12
CCC(C)Oc1cccc(OCCCCN2C(=O)NC(C)(C)C2=O)c1 (stereo not drawn) | -2 | nt | 2 | 5 | -1 | 0 | -0.7 | 7 | 2 | -4
COc1cccc(NC2SC(=O)N(c3ccccc3)C2=O)c1 (stereo not drawn) | 0 | 25 | 4 | -12 | nt | 1 | -2.8 | -9 | nt | -13
COC(=O)C1=C(C)Nc2nc(SCc3ccccc3)[nH]c(=O)c2C1c1cccs1 (stereo not drawn) | 5 | -1 | 7 | -19 | nt | -3 | -1.7 | -24 | 3 | 18
CC(C(=O)NCc1ccccc1)N1C(=O)c2ccccc2C1=O (stereo not drawn) | 0 | 0 | 0 | 1 | -2 | 3 | 1.7 | 7 | nt | -15
O=C1CCC(C(=O)N2CCCCO2)CN1Cc1cccc(F)c1 (stereo not drawn) | 4 | 3 | -2 | 9 | 2 | 8 | 1.4 | -5 | 14 | -9
O=S(=O)(Nc1nc2ccccc2s1)c1cc(F)ccc1F | 3 | -2 | -3 | 5 | 3 | 3 | -0.1 | -14 | 6 | -11
CC1=NN(C(N)=S)C(C)(C)C1 | -10 | -1 | 0 | -18 | -2 | 3 | -0.2 | -8 | -4 | -14
CCc1cc2c3c(c1)C(C)CC(C)(C)N3C(=O)/C2=C1\SC(=O)NC1=O (stereo not drawn) | -7 | 3 | nt | nt | 31 | 0 | -1.7 | -2 | nt | 1
CC(=O)N1CCN(S(=O)(=O)c2cccc(C(=O)N(C)Cc3ccc(C)o3)c2)CC1 | 6 | -3 | 1 | -2 | 2 | -2 | -5.3 | -7 | -3 | -10
CCOC(=O)c1ccc(S(=O)(=O)NNC(=O)COc2cccc(C)c2)cc1 | -6 | -1 | -1 | 14 | 3 | 3 | -0.1 | -11 | -5 | 14
C[C@@]12CCC=C[C@H]1[C@H](c1ccc(/C=C/c3ccccc3)cc1F)N(Cc1ccccc1)C2=O | -2 | -11 | -4 | 10 | nt | 0 | 0.2 | 10 | 12 | 20
O=C1N=C(N2CCCCC2)S/C1=C\c1ccc(Br)cc1 | 2 | 0 | -1 | 4 | -3 | -1 | -0.8 | 1 | nt | -12
O=C(COC(=O)CCC(=O)c1ccc(Cl)cc1)NC1CC1 | 0 | 12 | 3 | 17 | 1 | 5 | -7.1 | -10 | -5 | -11
Cc1ccc(OC(=O)CCC(=O)Nc2ccc(Br)cc2)cc1 | 1 | nt | -6 | 19 | 4 | 1 | -1.5 | -15 | -3 | -7
Cc1nn(CC(=O)O)c(C)c1N | 6 | 5 | 2 | 5 | -3 | 1 | -0.3 | nt | 9 | -6
Cc1ccc(S(=O)(=O)N2C(=O)CCC2C(=O)O/N=C(\N)c2ccc([N+](=O)[O-])cc2)cc1 (stereo not drawn) | -5 | -1 | 2 | -4 | 0 | 1 | -0.2 | 0 | 3 | -5
Cn1c(=O)c2c(nc(N3CCOCC3)n2C)n(C)c1=O | 6 | nt | 13 | -36 | -1 | -1 | 0.1 | -49 | 17 | -15
Cn1ccc(C(=O)Nc2ccc(Br)cc2Br)n1 | -4 | 20 | 4 | -20 | -2 | -3 | 0.0 | 21 | 58 | 4

# Compound profiles (already shown):
# O=C(COC(=O)C12CC3CC(CC(C3)C1)C2)Nc1ncc(Cl)cc1Cl in the list: dFosB activator: -5; Wnt act: 0; HTR5A ag ctr: -2; HTR5A inv ag: -6; NSD2 inh: -1; V-ATPase pHluor: -5; CDK5 inh: 0.1; SR-BI HDL uptake: 0; MITF act: 5; PvdQ acylase: 2
# CC1CCC(C(C)C)C(OC(=O)Cn2c(-c3ccc(Br)cc3)[n+](C)c3ccccc32)C1 (stereo not drawn) in the list: dFosB activator: -7&3; Wnt act: -32&-4; HTR5A ag ctr: 17*; HTR5A inv ag: -43&-6; NSD2 inh: 10&13; V-ATPase pHluor: 1&-2; CDK5 inh: 0.0&-0.9; SR-BI HDL uptake: 4&20; MITF act: -91&-95; PvdQ acylase: -18&1

# Carrying on.
mol,dFosB activator,Wnt act,HTR5A ag ctr,HTR5A inv ag,NSD2 inh,V-ATPase pHluor,CDK5 inh,SR-BI HDL uptake,MITF act,PvdQ acylase
COc1cc(/C=N/O)c(Br)cc1OCC(=O)Nc1ccccc1C,9,-2,4,-31,7,2,0.2,26,33,-9
COc1cc(/C=C/C(=O)Nc2ccc(OC)c(S(=O)(=O)N3CCOCC3)c2)ccc1OCC#N,-6,16,-1,3,-2,1,0.4,?,-1,14
CC(=O)Nc1ccc(CN2CCC(Oc3ccc(C(=O)N4CCCC4)cc3)CC2)cc1,-6,0,5,13,2,0,-4.4,-6,12,-16
CCNc1nc(NC(C)C)nc(N(C#N)CCOc2ccccc2)n1,-9,2,4,-58,0,-4,-3.7,nt,-17,-4
N#Cc1c(-c2ccco2)nc(NCC2CCCO2)[nH]c1=O (stereo not drawn),4,3,9,-25,-2,5,-0.3,-43,0,-18
CCN(CC)c1ccc(NC(=O)Nc2cccc(C(C)=O)c2)cc1,-13,nt,13*,-34,7,-3,-5.5,11,29,-15
O=c1cc(C(Cl)(Cl)Cl)oc2c1ccc1ccccc12,4,2,4,-19,-5,-3,2.2,-15,-69,-20
NC(=O)N/N=C1\c2ccccc2-c2c(C(N)=O)cccc21,-16,0,6,-25,3,-1,0.2,2,nt,15
Cc1ccccc1OCC(=O)Nc1ccc2c(c1)OCCO2,1,38*,3,-8,-1,0,-3.5,-4,125*,11
COc1ccc2c3c1OC1CC(O)C=CC31CCN(C)C2 (stereo not drawn),0&0,-2&-1,-3&4,11&13,9,4&6,1.7&2.2,-9&-11,-7&13,-9&8
O=C(O)C1CCCN(S(=O)(=O)c2cccc3cccnc23)C1 (stereo not drawn),-2,-4,8,-23,nt,2,2.1,-8,5,5
NC(=O)c1ccc(NC(=O)COC(=O)CCc2ccc(S(=O)(=O)N3CCCCC3)cc2)cc1,12,-2,1,17,6,3,-1.5,nt,3,-6
Cc1ccc2c(c1)C(=O)CC(c1ccccc1)S2 (stereo not drawn),-15,16,2,-7,-3,-4,1.3,-5,28,3
O=C(Nc1cccnc1)c1noc2c1CCCC2,-8,nt,0,9,-3,6,0.3,-18,78,-11
CC(=O)c1nc2ccccc2n1S(=O)(=O)c1ccc(C)cc1,6,6,6,8,-3,-2,1.0,-5,-2,-2
CCOC(=O)N1CCN(C(=O)CSc2nnc(Cc3cccn3C)n2CCc2ccccc2)CC1,-8,nt,-1,2,0,-4,-1.9,43,-2,-7

# Individual results from the results shown.
# HTR5A inv ag with O=C(Nc1cccnc1)c1noc2c1CCCC2 is entered as 9
# HTR5A ag ctr with O=C(O)C1CCCN(S(=O)(=O)c2cccc3cccnc23)C1 (stereo not drawn) is entered as 8
# NSD2 inh with COc1cc(/C=C/C(=O)Nc2ccc(OC)c(S(=O)(=O)N3CCOCC3)c2)ccc1OCC#N is entered as -2
# CDK5 inh with N#Cc1c(-c2ccco2)nc(NCC2CCCO2)[nH]c1=O (stereo not drawn) is entered as -0.3
# HTR5A inv ag with CC(=O)c1nc2ccccc2n1S(=O)(=O)c1ccc(C)cc1 is entered as 8
# SR-BI HDL uptake with Cc1ccccc1OCC(=O)Nc1ccc2c(c1)OCCO2 is entered as -4
